Compound activity deposited in PubChem by Broad Institute.
S100A4 MyoIIA – inhibitors of S100A4-myosin IIA peptide binding, primary screen, biochemical, fluorescence polarization, TAMRA-MyoIIA peptide; Protein S100-A4 (Homo sapiens), P26447; inhibition, % at 10.7 µM; 0.14% of 360,000 active;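 active means mean inhibition of at least 70% across replicates, with every replicate also reaching that level; inconclusive means mean inhibition reaches 70% but some replicates fall short; inactive means mean inhibition below 70%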
Target sequence (P26447 whole entry, looked up): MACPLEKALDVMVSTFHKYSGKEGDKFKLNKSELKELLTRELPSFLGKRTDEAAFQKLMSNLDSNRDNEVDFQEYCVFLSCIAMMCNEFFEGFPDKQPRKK
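Test system – S100A4 monomer (human) · Compound – single-point compound testing · Schedule – 5 min incubation before reading · Probe or stimulus – TAMRA-labelled myosin IIA heavy-chain peptide probe, 5 nM · Benchmarks – neutral control DMSO, positive control TFP · Medium – Calcium-containing HEPES buffer, pH 7.2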
XiGFP reactiv – activators of inactive X chromosome reactivation, primary screen, imaging, XiGFP fibroblasts, GFP high-content imaging, set 2; XiGFP mouse fibroblasts, % GFP-positive cells imaging, 3 d; cells co-treated with 5-aza-dC sensitizer; scaled so ellipticine positive control = 100%; activation, % at 7.58 µM; 0.055% of 360,000 active; AID 743238, 2013;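 active means mean normalized replicate activation at least 10% and every replicate at or above 10%; inconclusive means only one of the two criteria met; inactive means mean below 10% and not all replicates reach 10%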;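 further: 0% = median of on-plate neutral control wells and 100% = ellipticine 6 µM median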
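assay system = SV40-immortalized XiGFP fibroblast cells, line 68-5-11 | buffer or medium = DMEM plus 5-aza-dC sensitizer | doses = single-point pinned compound dosing | times = 3-day compound exposure, then 15 min fixation at room temperature | benchmarks = positive control ellipticine, 6 µM final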
Cneo AK release – Cryptococcus neoformans cell lysis inducers, primary screen, AK release luminescence, single concentration | AID 651654, 2012 | C. neoformans lysis, adenylate kinase release luminescence, 4 h; normalised: neutral wells 0, clomiphene wells 100 | 0.2% of 360,000 active | lysis activity, % at 15 µM;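 active means mean lysis activity across replicates of at least 80%, whatever share of replicates individually reach that level; inactive means mean lysis activity below 80%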
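Material – Cryptococcus neoformans yeast cells · Quantity – 5 × 10^6 yeast cells/mL · Buffer or medium – YPD medium · Compound – single dose · Timing – 4 h static compound exposure, 37 °C, read 1 h post-reagent · Signal – adenylate kinase release luminescence · Read-out basis – lysis from increased AK signal · Benchmarks – Clomiphene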
Statin myotox sup – suppressors of statin myotoxicity in C2C12 myotubes, primary screen, cell-based, single point, plate reader; C2C12 myotubes + simvastatin, ATP luminescence, 48 h; scaled: DMSO 0, geranylgeraniol control 100; rescue of ATP level, % at 7.49 µM; 0.78% of 330,000 active; AID 602340, 2012;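 active means mean ATP rescue above about 67%, or every replicate alone reaching that limit, limit read from the data, passing the limit was not always enough; inconclusive means no clear call, values can overlap the other calls; inactive means mean under the limit and some replicate under it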;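 further: myotubes were challenged with 10 µM simvastatin during compound exposure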
SIRT5 inh – SIRT5 desuccinylase inhibitors, primary screen, biochemical, fluorescence imaging, single point, set 5 | AID 652115, 2013 | Purified SirT5, succinyl-peptide AMC, trypsin-coupled fluorescence | 1.1% of 330,000 active | inhibition, % at 15 µM; in the data active means inhibition above about 15%; inconclusive means no clear call, values can overlap the other calls
Target sequence (Q9NXA8 whole entry, looked up): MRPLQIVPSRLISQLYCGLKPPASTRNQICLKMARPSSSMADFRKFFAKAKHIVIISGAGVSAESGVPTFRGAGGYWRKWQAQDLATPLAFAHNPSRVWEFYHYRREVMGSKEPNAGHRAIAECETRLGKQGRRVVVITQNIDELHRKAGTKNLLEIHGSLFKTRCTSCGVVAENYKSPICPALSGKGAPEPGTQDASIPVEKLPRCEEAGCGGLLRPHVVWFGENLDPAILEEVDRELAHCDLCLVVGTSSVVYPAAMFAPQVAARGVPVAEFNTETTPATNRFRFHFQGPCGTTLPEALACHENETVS
ERAP1 inh – human ERAP1 aminopeptidase inhibitors, primary screen, biochemical, single point, plate reader; AID 652197, 2013; recombinant ERAP1, Leu-AMC fluorescence, 60 min; 0.15% of 340,000 active; inhibition, % at 10.7 µM;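 active means mean replicate inhibition of at least 30%, or all replicates individually reaching that 30% level; inactive means mean below 30% and not every replicate reaching it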;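 further: 0% = neutral control wells and 100% = L-leucinethiol positive control wells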
PGC1a acetyl inh – inhibitors of PGC1a acetylation signal, primary screen, cell-based, U2OS, AlphaScreen, inhibitor mode; AlphaScreen anti-acetyl-lysine; with virally co-expressed GCN5 acetyltransferase; inhibition, % at 15.6 µM; 0.17% of 350,000 active;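 active means every replicate shows inhibition of at least 40%; inconclusive means mean inhibition at least 40% but some replicate below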;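 further: 0% = neutral control wells and 100% = positive control wells; some results beyond the cut were filed as inactive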
LGR2 inh – inhibitors of bursicon-induced LGR2 CRE-luciferase signal, primary screen, cell-based, HEK293, CRE-luciferase reporter, bursicon stimulation | bursicon-stimulated, 4 h | inhibition, % at 9.99 µM | 0.35% of 380,000 active | Drosophila bursicon receptor LGR2 (rickets);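 active means drop in luminescence signal, shown as inhibition above about 50% in the replicate tests, limit read from the data, passing the limit was not always enough; inconclusive means probably only some replicates passing the limit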;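 further: agonist challenge used bursicon conditioned medium at about half maximal strength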
* = called active by the depositor; ? = inconclusive; . = no result given; & = joins results of further samples.

Sample of the layout:
1: CO[C@H]1CN(C)C(=O)c2cc(NC(=O)CC(F)(F)F)ccc2OC[C@H](C)N(C(=O)C2CCCCC2)C[C@H]1C
2: COc1cc(NC(=O)CSc2c3c(nc4ccccc24)CCC3)cc(OC)c1OC
3: CC(C)(C)C(=O)Nc1ccc(-c2cnco2)cc1
4: COc1ccc(C#Cc2ccc3c(c2)[C@@H]2[C@@H](CCN2C(C)=O)[C@H](CO)N3)cc1
5: COc1cc(NC(=O)c2ccccc2[N+](=O)[O-])ccc1NC(=O)C(C)C
6: O=C(CNC(=O)c1ccccc1Cl)N/N=C/C=C/c1ccccc1
7: O=C(NCC1CC1)C1Cc2c(-c3ccc4c(c3)OCO4)ccnc2O1 (centres undefined)
8: Cc1ccc([C@@H]2[C@@H]3C(=O)N(C)C(=O)[C@@H]3[C@]3(C)C(=O)N(CC4CC4)CC(=O)N23)o1
9: C[C@@H]1CN([C@@H](C)CO)C(=O)c2cc(NC(=O)Nc3ccccc3)ccc2O[C@@H](C)CCCCO[C@H]1CN(C)CC1CCCCC1
10: Cc1cccc2cc(C#N)c(NCCNC(=O)COc3ccccc3)nc12
11: Cc1cccc(C)c1NS(=O)(=O)c1ccc(NC(=O)c2ccc(Cl)c([N+](=O)[O-])c2)cc1

entry no.	1	2	3	4	5	6	7	8	9	10	11
S100A4 MyoIIA	-29	2	2	0	1	-4	-4	-4	16	3	-4
XiGFP reactiv	-0.4	0.0	0.5	0.1	-0.1	0.1	0.1	0.0	0.3	0.1	0.0
Cneo AK release	.	-2	.	.	5	.	0	0	4	.	-2
Statin myotox sup	.	.	.	.	.	.	-4	-9	.	.	-2
SIRT5 inh	2	3	-1	5	-4	4	-11	-3	2	-5	-2
ERAP1 inh	-2	1	3	.	1	0	1	0	-1	.	-11
PGC1a acetyl inh	-3	-9	.	16	.	.	3	.	6	.	6
LGR2 inh	-9	11	-21	15	-7	0	-15	.	5	-9	9

All compounds of this part, from the first entry:
1: CO[C@H]1CN(C)C(=O)c2cc(NC(=O)CC(F)(F)F)ccc2OC[C@H](C)N(C(=O)C2CCCCC2)C[C@H]1C
2: COc1cc(NC(=O)CSc2c3c(nc4ccccc24)CCC3)cc(OC)c1OC
3: CC(C)(C)C(=O)Nc1ccc(-c2cnco2)cc1
4: COc1ccc(C#Cc2ccc3c(c2)[C@@H]2[C@@H](CCN2C(C)=O)[C@H](CO)N3)cc1
5: COc1cc(NC(=O)c2ccccc2[N+](=O)[O-])ccc1NC(=O)C(C)C
6: O=C(CNC(=O)c1ccccc1Cl)N/N=C/C=C/c1ccccc1
7: O=C(NCC1CC1)C1Cc2c(-c3ccc4c(c3)OCO4)ccnc2O1 (centres undefined)
8: Cc1ccc([C@@H]2[C@@H]3C(=O)N(C)C(=O)[C@@H]3[C@]3(C)C(=O)N(CC4CC4)CC(=O)N23)o1
9: C[C@@H]1CN([C@@H](C)CO)C(=O)c2cc(NC(=O)Nc3ccccc3)ccc2O[C@@H](C)CCCCO[C@H]1CN(C)CC1CCCCC1
10: Cc1cccc2cc(C#N)c(NCCNC(=O)COc3ccccc3)nc12

entry no.	1	2	3	4	5	6	7	8	9	10
S100A4 MyoIIA	-29	2	2	0	1	-4	-4	-4	16	3
XiGFP reactiv	-0.4	0.0	0.5	0.1	-0.1	0.1	0.1	0.0	0.3	0.1
Cneo AK release	.	-2	.	.	5	.	0	0	4	.
Statin myotox sup	.	.	.	.	.	.	-4	-9	.	.
SIRT5 inh	2	3	-1	5	-4	4	-11	-3	2	-5
ERAP1 inh	-2	1	3	.	1	0	1	0	-1	.
PGC1a acetyl inh	-3	-9	.	16	.	.	3	.	6	.
LGR2 inh	-9	11	-21	15	-7	0	-15	.	5	-9

11: Cc1cccc(C)c1NS(=O)(=O)c1ccc(NC(=O)c2ccc(Cl)c([N+](=O)[O-])c2)cc1
12: CCOC(=O)/C=C1/SCC(=O)N1CC(=O)Nc1cccc(F)c1
13: CN1c2ccc(C#Cc3cccnc3)cc2[C@H]2[C@H](CCN2C(=O)C2CCOCC2)[C@@H]1CO
14: COc1cc(/C=C2\CCC/C(=C\c3ccc(O)c(OC)c3)C2=O)ccc1O
15: CNC[C@@H]1Oc2cc(C#Cc3ccccn3)ccc2S(=O)(=O)N([C@H](C)CO)C[C@H]1C
16: COc1ccc(CN2CCN(C(=O)C3CCC(CNS(=O)(=O)c4ccc(C)cc4)CC3)CC2)c(OC)c1OC (centres undefined)
17: O=C(c1ccc(CS(=O)(=O)c2ccc(Br)cc2)o1)N1CCCC1
18: COc1ccc(CNC(=O)C(OC(=O)c2ccco2)c2ccccc2)cc1 (centres undefined)
19: CC(C)(C)NC(=O)NCc1ccco1
20: CCOc1ccc(S(=O)(=O)NCCC(=O)Nc2cccc(C(=O)OC)c2)cc1

entry no.	11	12	13	14	15	16	17	18	19	20
S100A4 MyoIIA	-4	-3	5	-5	21	-6	-2	-13	1	-14
XiGFP reactiv	0.0	0.0	0.1	0.3	0.5	0.2	0.0	0.0	0.3	0.1
Cneo AK release	-2	-2	5	0	-1	.	-1	-4	.	-1
Statin myotox sup	-2	-4	-8	?	17	.	5	6	.	-4
SIRT5 inh	-2	1	0	-2	2	3	.	-2	2	-4
ERAP1 inh	-11	1	1	6	0	2	2	6	3	-3
PGC1a acetyl inh	6	1	-11	28	1	2	-8	.	.	-16
LGR2 inh	9	2	-5	-3	-4	-28	6	11	10	12

21: COc1ccc(NC(=O)CN(C)C(=O)c2cc(C)on2)cc1
22: Cc1ccc(S(=O)(=O)N(C)C[C@@H]2Oc3ccc(NC(=O)Nc4c(C)noc4C)cc3C(=O)N([C@@H](C)CO)C[C@@H]2C)cc1
23: O=C(CSc1nc2nn(-c3ccccc3)c(=O)c-2c2n1CCCCC2)Nc1ccc(F)cc1F
24: Cc1cc(C(C)(C)C)ccc1NC(=O)CC(C)(C)CC(=O)O
25: COC(=O)c1sccc1NC(=O)CSc1ccccc1N
26: O=C1/C(=C/c2cccs2)CCC1C1CCCC1 (centres undefined)
27: N#C/C(=C\c1c(Cl)cccc1Cl)c1nn(-c2ccccc2)c(-n2cccc2)c1C#N
28: CCCn1c(N)c(C(=O)CSc2nnc(-c3cccs3)n2C2CC2)c(=O)[nH]c1=O
29: COCC(=O)N(C[C@H]1N[C@H](CO)[C@@H]1c1ccc(C2=CCCCC2)cc1)C(C)C
30: C[C@H]1CCCCO[C@H](CN(C)Cc2ccc(C(=O)O)cc2)[C@@H](C)CN([C@@H](C)CO)C(=O)c2cc(NC(=O)Nc3cccc4ccccc34)ccc2O1

entry no.	21	22	23	24	25	26	27	28	29	30
S100A4 MyoIIA	-1	2	-4	-1	-7	5	-5	0	-6	-2
XiGFP reactiv	0.4	0.4	0.1	-0.1	0.0	0.0	-0.1	0.1	0.0	-1.0
Cneo AK release	1	3	0	-1	.	.	2	1	9	-3
Statin myotox sup	5	7	2	.	.	9	-12	-4	3	.
SIRT5 inh	-1	2	-5	-6	-5	-2	-3	1	5	1
ERAP1 inh	1	-9	-3	4	-1	2	.	0	-1	-3
PGC1a acetyl inh	-47	7	.	6	10	0	4	.	-20	-8
LGR2 inh	11	-8	-19	-4	-8	-81	5	-11	7	12

31: CCC1(C2=CCCCC2)C(=O)NC(=O)N=C1N (centres undefined)
32: CC[N+](CC)(CC)C/C=C/CN1CCCCC1
33: O=C(C[C@@H]1C[C@H]2c3cc(NC(=O)c4cccnc4)ccc3O[C@H]2[C@H](CO)O1)NCc1cccc(F)c1
34: COC(=O)Nc1ccc(S(=O)(=O)Nc2ccccc2F)cc1
35: COC(=O)c1cc(-c2ccc(S(=O)(=O)N3CCCC(C)C3)cc2)c(C(F)(F)F)s1 (centres undefined)
36: CN(Cc1ccco1)S(=O)(=O)c1ccc(CN2C(=O)c3cccnc3C2=O)s1
37: O=C(C[C@H]1CC[C@@H]2[C@H](COC[C@@H](O)CN2C(=O)c2ccccc2F)O1)N1CCOCC1
38: C[C@H](CO)N1C[C@H](C)[C@@H](CN(C)Cc2cccnc2)OCc2cnnn2CCCC1=O
39: COc1ccc(S(=O)(=O)NCC2CCCN(C(=O)C3CCCC3)C2)cc1 (centres undefined)
40: CNC[C@H]1OCCCC[C@H](C)Oc2ccc(NS(=O)(=O)c3cccs3)cc2C(=O)N([C@@H](C)CO)C[C@@H]1C

entry no.	31	32	33	34	35	36	37	38	39	40
S100A4 MyoIIA	-4	-5	2	.	3	0	-10	0&-1	-4	-8
XiGFP reactiv	0.4	0.1	0.0	.	0.0	0.0	0.1	-0.1&-0.6	0.1	-0.5
Cneo AK release	-1	.	5	2	.	6	3	0&-4	.	0
Statin myotox sup	-4	.	10	22	.	-3	8	2&-15	.	.
SIRT5 inh	0	1	0	.	-1	-1	-1	-4&1	-1	3
ERAP1 inh	-5	0	0	.	-2	0	-4	5&1	0	3
PGC1a acetyl inh	17	.	-2	13	-12	9	-2	-17&0	5	-1
LGR2 inh	4	16	3	33	24	-10	-4	-2	9	2

41: CCOC(=O)/C(C#N)=C/c1c(N2CCN(C)CC2)nc2c(C)cccn2c1=O
42: COc1cccc(CNc2nc3cc(-c4ccc(F)cc4)sc3c(=O)n2C)c1OC
43: CS(=O)(=O)N1CC(=O)N2[C@H](CO)[C@@H](c3ccc(C#CCc4ccccc4)cc3)[C@@H]2C1
44: Cc1cccc(NS(=O)(=O)c2ccc(-c3cnc(C4CC4)o3)cc2)c1
45: Cc1ccc(S(=O)(=O)Nc2cccc(-c3ccc(N4CCCCCC4)nn3)c2)c(C)c1
46: C[C@H](CO)N1C[C@H](C)[C@@H](CN(C)C(=O)NC2CCCCC2)Oc2c(NC(=O)C3CC3)cccc2C1=O

entry no.	41	42	43	44	45	46
S100A4 MyoIIA	-9	1	-4	-4	4	9&4
XiGFP reactiv	0.2	0.0	0.2	0.3	0.0	-1.3&0.0
Cneo AK release	9	2	.	0	0	-8&4
Statin myotox sup	5	15	.	-42	-30	-25&4
SIRT5 inh	-1	1	-4	7	-1	-2&1
ERAP1 inh	4	0	5	-5	0	-5&0
PGC1a acetyl inh	2	6	0	-8	-11	-7
LGR2 inh	9	-38	-11	7	-78	0

A portion of the library (hit frequency here may not be typical).
